Screening data (PubChem BioAssay)
RGS4 inhibitor – inhibitors of human regulator of G protein signaling 4. Potency, µM (highest dose often 114 µM), without a hit: at the top dose activity change, negative = inhibition, actives largely listed as inhibitors. AID 504845. actives 0.039% (n = 390,000). Transcreener GDP fluorescence polarization, RGS4-accelerated GTP hydrolysis; note: potency is the fitted concentration of half-maximal effect; % is set by controls: 0 for no effect and ±100 for the full control effect; nearly all actives have a fitted effect of over 75% in size; some results filed as inactive show a strong effect at the top dose
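MLSMR compounds (23 nl, pin-transferred) preincubated 10 min at room temperature with a 500nM (2x) first reagent, then RGS4 at 900nM (2x) plus Transcreener GDP mix added; fluorescence polarization (620/688 nm) read before and after 90 min at 30 °C.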
TrxR1 inh – inhibitors of rat thioredoxin reductase 1; O89049; recombinant rTrxR1, NADPH fluorescence consumption, selenite substrate; Potency, µM (doses to about 114 µM), inactives show at the top dose activity change, negative = inhibition, hits mostly inhibitors; actives 1% (n = 390,000); AID 588453; note: potency is the fitted concentration of half-maximal effect; % is set by controls: 0 for no effect and ±100 for the full control effect; nearly all actives have a fitted effect of over 65% in size
Target sequence (O89049 whole entry, looked up): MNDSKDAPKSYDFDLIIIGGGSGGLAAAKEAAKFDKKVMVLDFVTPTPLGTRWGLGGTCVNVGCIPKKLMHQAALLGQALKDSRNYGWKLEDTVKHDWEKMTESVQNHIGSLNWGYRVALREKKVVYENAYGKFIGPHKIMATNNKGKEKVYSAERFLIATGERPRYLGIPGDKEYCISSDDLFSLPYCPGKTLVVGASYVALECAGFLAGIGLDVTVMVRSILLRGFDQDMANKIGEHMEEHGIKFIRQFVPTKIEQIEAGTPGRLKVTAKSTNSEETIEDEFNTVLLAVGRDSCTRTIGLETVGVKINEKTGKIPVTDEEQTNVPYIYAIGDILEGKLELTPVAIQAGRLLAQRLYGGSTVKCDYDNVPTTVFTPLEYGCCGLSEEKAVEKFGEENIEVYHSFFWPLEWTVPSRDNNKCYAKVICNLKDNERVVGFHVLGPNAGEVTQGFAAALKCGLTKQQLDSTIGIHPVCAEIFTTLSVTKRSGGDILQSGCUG
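Rat TrxR1 (90 nM in the dispensed reagent) was pre-reduced with 400 uM NADPH for 5 min at room temperature, then incubated with compound for 15 min. After 400 uM selenite was added, NADPH fluorescence (Ex 340/Em 450 nm) was followed for 8 min.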
IDH1 R132H inh – inhibitors of human mutant IDH1 R132H; actives 0.093% (n = 390,000); IDH1-R132H enzyme, NADPH consumption, diaphorase/resazurin fluorescence; AID 602179; Potency, µM (series often up to 76.6 µM), inactives show top-dose activity change, negative = inhibition, most hits filed as inhibitors; O75874; note: potency is the fitted concentration of half-maximal effect; % is set by controls: 0 for no effect and ±100 for the full control effect; nearly all actives have a fitted effect of over 65% in size
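IDH1-R132H (0.5 ug/mL) preincubated 30 min with compound, then NADPH (0.016 mM) and alpha-KG (2 mM) added; 80 min at RT, pH 7.5. Remaining NADPH coupled via diaphorase/resazurin to fluorescence (540/590 nm); concentration-response curves normalized to no-enzyme control.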
USP1 inh – inhibitors of human USP1/UAF1 deubiquitinase; recombinant USP1/UAF1, Ub-Rhodamine cleavage fluorescence; Potency, µM (highest dose often 57.1 µM), without a hit: at the highest dose activity change, negative = inhibition, usual class: inhibitors; actives 0.23% (n = 390,000); AID 743255; note: potency is the fitted concentration of half-maximal effect; % is set by controls: 0 for no effect and ±100 for the full control effect; nearly all actives have a fitted effect of over 60% in size; inactives centre near -12
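1 nM enzyme complex + cpd, 15 min RT; start with Ub-Rho 150nM final; kinetic fluorescence ex 480/em 540, 6 reads q60 s. Buffer 50mM HEPES pH 7.8, 0.5mM EDTA, 0.1 mg/ml BSA, 1mM TCEP, 0.01% Tween-20.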
Vif-A3F inh – blocks the Vif interaction with APOBEC3F; HeLa A3F-eYFP + Vif (tagged APOBEC3F with the HIV-1 protein that degrades it), YFP fluorescence increase; Potency, µM (series often up to 46.1 µM), for the others: at the highest dose activity, negative = active; actives 0.2% (n = 390,000); AID 602313; note: potency is the fitted concentration of half-maximal effect; % of control where 0% means no effect; nearly all actives have a fitted effect of over 65% in size
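HeLa cells stably expressing A3F-eYFP plus Vif, plated and incubated overnight at 37 deg C, then exposed to compounds overnight at 37 deg C. Blocked degradation read as raised yellow fluorescence (Ex 488/Em 500-530).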
GRP78 ERSR act – induces the endoplasmic reticulum stress response in human glioma cells; Potency, µM, for the others: at the top dose activation, hits mostly activators; actives 0.02% (n = 420,000); U87-MG GRP78 promoter luciferase reporter, 16 h; AID 602332; note: potency is the fitted concentration of half-maximal effect; series mostly up to about 76 µM; % of control where 0% means no effect; nearly all actives have a fitted effect of over 35% in size
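Stably transfected U87-MG glioma cells carrying a GRP78-based luciferase sensor; 16 h compound incubation. Luminescence end-point read 10 min after Bright-Glo addition at room temperature.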
Vif-APOBEC3G blk – Vif-A3G binding inhibition | HeLa A3G-eYFP + Vif (tagged APOBEC3G with the HIV-1 protein that degrades it), YFP fluorescence, overnight | Potency, µM (doses to about 46.1 µM), inactives show at the top dose activity, negative = active, usual class: inhibitors | actives 0.076% (n = 410,000) | Q9HC16;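 note: potency is the fitted concentration of half-maximal effect; % is set by controls: 0 for no effect and ±100 for the full control effect; nearly all actives have a fitted effect of over 60% in size; hits raise eYFP signal because A3G escapes Vif-driven loss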
Target sequence (Q9HC16 whole entry, looked up): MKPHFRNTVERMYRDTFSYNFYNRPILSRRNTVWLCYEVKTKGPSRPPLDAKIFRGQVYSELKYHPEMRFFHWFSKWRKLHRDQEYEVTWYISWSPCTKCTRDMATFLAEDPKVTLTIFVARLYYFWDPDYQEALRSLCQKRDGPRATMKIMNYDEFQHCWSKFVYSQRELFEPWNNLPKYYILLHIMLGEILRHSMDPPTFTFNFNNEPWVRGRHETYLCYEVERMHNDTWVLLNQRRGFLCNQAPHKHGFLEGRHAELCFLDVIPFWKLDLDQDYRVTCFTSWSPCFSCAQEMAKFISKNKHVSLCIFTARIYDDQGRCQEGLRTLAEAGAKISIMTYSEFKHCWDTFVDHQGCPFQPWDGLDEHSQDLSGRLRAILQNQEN
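Read-out is eYFP fluorescence (Ex 488/Em 500-530) from Vif-expressing HeLa A3G-eYFP cells; more signal means A3G escaped Vif-mediated degradation. Cells plated overnight, compound pinned in, incubated overnight at 37 deg C.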
TrxR1 substrate – substrates of rat thioredoxin reductase 1. purified TrxR1 substrate turnover, NADPH consumption readout. actives 0.01% (n = 390,000). Potency, µM (highest dose often 114 µM), inactives show at the top dose activity change, negative = substrate turnover. O89049; note: potency is the fitted concentration of half-maximal effect; % is set by controls: 0 for no effect and ±100 for the full control effect; nearly all actives have a fitted effect of over 50% in size
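Rat TrxR1, dispensed at 90 nM, was prereduced with 400 uM NADPH (final) for 5 min at ~22 deg C, then incubated with compound 15 min before 400 uM selenite. A first-read NADPH fluorescence drop versus no-compound background flagged substrates.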
LDHA inh – inhibitors of human lactate dehydrogenase A; P00338; purified LDHA, NADH/diaphorase-resazurin fluorescence; stronger effect = lower value; activity change, % (values are at about 110 or 230 µM); actives 0.15% (n = 480,000); AID 1347041; in the data active = activity change below about -30%; inconclusive = mostly about -25% to -30%;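 note: plate controls were DMSO wells for no effect and wells without enzyme for full effect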
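Remaining NADH was detected by diaphorase (0.133 mg/mL) converting 37 µM resazurin to fluorescent resorufin, read at 0 and 20 minutes. The preceding 5-minute room-temperature reaction used 2 nM LDHA, 0.2 mM sodium pyruvate and 0.06 mM NADH at pH 7.4.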
Active calls of the source: *; ? = inconclusive; · = no result given; [ ] = dose if it differs, or a comment. Unless noted, calls come from the whole dose curve; as a rule, active = well fitted curve in the direction sought with a large enough effect; inconclusive = small, poorly fitted or top-dose-only effect, or another doubt; inactive = no such curve, though single readings can be large; an effect the other way counts as inactive or inconclusive. These rows are one share of the data; rates above refer to the full screens.

#	SMILES	RGS4 inhibitor	TrxR1 inh	IDH1 R132H inh	USP1 inh	Vif-A3F inh	GRP78 ERSR act	Vif-APOBEC3G blk	TrxR1 substrate	LDHA inh
1	COc1cc(C(C)=O)ccc1COc1ccc(C(=O)OCC(=O)NC(C)(C)C)cc1OC	5%	-5%	0%	-1%	-13%	-6%	-1%	-9%	-2
2	CSc1ccc(CCNc2ncnc3onc(C)c23)cc1	12%	0%	4%	-10%	0%	-1%	3%	-9%	3
3	O=C(CN1CCN(c2ccccn2)CC1)NC1CCCC1	-2%[56.9 µM]	7%	0%	-16%	-11%	-4%	0%	8%	2
4	O=C1OC[C@@H]2CCCN2C(=O)[C@@H](CC(=O)N(CCO)Cc2ccccc2)C/C=C\C[C@@H]1Cc1ccc(F)cc1	-13%	-12%	-1%	-24%	-11%	1%	-6%	-10%	3
5	CC(=O)c1cccc(NC(=O)c2sc3nc4c(cc3c2N)CCCC4)c1	-29%	20%	-9%	?	1%	0%	-4%	14%	-6
6	Cc1cc(NC(=O)c2cc(CC(C)C)on2)n(-c2ccccc2)n1	-3%	8%[57.1 µM]	9%	-11%	1%	-3%	-7%	-16%	-1
7	O=C(c1cc(-c2ccc(Cl)c(Cl)c2)on1)N1CCN(c2ccccc2)CC1	5%	11%[57.1 µM]	2%	-13%	2%	5%	0%	7%[57.1 µM]	-11
8	Cn1c(CNC(=O)CSc2n[nH]c(-c3ccccc3Cl)n2)nc2ccccc21	-5%	8%[57.1 µM]	1%	-11%	3%	-1%	3%	0%[57.1 µM]	4
9	C=CCC1Cc2c(Br)cccc2C(CC=C)N1 (stereo not drawn)	-20%	-15%	7%	-16%	-1%	-5%	-1%	2%	0
10	COc1ccc(OCC(O)CN2CCc3ccccc3C2)cc1 (stereo not drawn)	8%	13%	-3%	-29%	2%	0%	5%	4%	-2
11	O=C(O)c1ccc(-n2nc(-c3ccccc3)c3ccccc3c2=O)cc1	32%	22%	-1%	-9%	-6%	-6%	-9%	1%	-8
12	CCOC(=O)CCn1c(=O)c2c(nc(Br)n2Cc2ccccc2)n(C)c1=O	21%	-1%	6%	-4%	-5%	-2%	-5%	-9%	-3
13	COc1cc(NC(=O)c2nn(C)c3c2COc2ccccc2-3)cc(OC)c1OC	-25%	-4%	-18%	-2%	-10%	-5%	-4%	11%	-1
14	CC(c1ccccc1)n1cc(C(=O)NCc2cccnc2)nn1 (stereo not drawn)	1%	41%[activator]	17%	-4%	·	-2%	2%	20%	-13
15	Cc1ccc(S(=O)(=O)N2CCN(C(=O)c3ccccc3)C2)cc1[N+](=O)[O-]	-17%	16%	-5%	-23%	-5%	-1%	0%	1%	-2
16	Cc1cccc(Cl)c1OCCCN1CCOCC1	-45%	9%[57.1 µM]	3%	-5%	-10%	-2%	-4%	-4%	-16
17	COc1ccc(-c2cc3ccc(O)c(CN4CCN(CCO)CC4)c3oc2=O)cc1OC	-15%	5%[57.1 µM]	·	-10%	·	·	·	31%[activator][57.1 µM]	4
18	CN(C)C(=O)c1sccc1Oc1ccc(F)cc1[N+](=O)[O-]	?	5%	2%	8%	0%	0%	0%	6%[57.1 µM]	-2
19	Cc1cc(OC(=O)c2cc(F)c(F)cc2Cl)nc(C)n1	-6%	-9%	2%	-20%	-4%	-4%	1%	-1%	-1
20	CC1CCN(C(=O)CSc2nnc(CNC(=O)COc3ccc(Cl)cc3)o2)CC1	-17%	-2%	6%	-1%	-1%	-2%	1%	-3%[57.1 µM]	-5
21	Cc1ccc(CCNC(=O)c2ccc(CSc3nc4ccncc4n3Cc3ccc(F)cc3)cc2)cc1	-4%	23%	0%	-5%	-17%	-3%	4%	2%	4
22	Cc1cccc2sc(N3CCN(C(=O)CS(=O)(=O)c4ccc(F)cc4)CC3)nc12	?	8%[57.1 µM]	-1%	-22%	4%	-3%	8%	-1%[57.1 µM]	4
23	COc1ccc(C(C)=O)cc1COC(=O)CCNS(=O)(=O)c1ccc(C)cc1	-25%	?	-4%	-9%	-22%	1%	1%	2%	-9
24	NC(=O)COC(=O)CC12CC3CC(CC(Br)(C3)C1)C2	-13%	18%	-6%	-21%	-10%	-5%	1%	12%[57.1 µM]	0
25	O=C(Cn1c(=O)nc(-c2ccccc2)c2ccccc21)NCCc1ccccc1	-16%	27%[57.1 µM]	-13%	-18%	0%	-2%	10%	8%[57.1 µM]	4
26	COc1ccccc1C(=O)N/N=C(\C)CC(=O)Nc1ccc(Cl)cn1	-16%	18%[57.1 µM]	-1%	-2%	4%	-6%	1%	-4%	-4
27	COc1ccccc1CNc1nc(=S)[nH]c2cc(OC)c(OC)cc12	-28%	-11%	20%	-12%	-3%	-8%	-12%	4%	-2
28	COc1ccc2nc(/N=C/c3c(C)[nH]n(-c4ccc(C)cc4C)c3=O)sc2c1	25%	1%	2%	-6%	-17%	2%	-1%	-8%	-8
29	N#CCSc1nc2sccc2c(=O)n1-c1ccccc1	-27%	1%	0%	-8%	-5%	0%	-5%	5%	-2
30	CCOCCCNC(=O)CN(c1cc([N+](=O)[O-])ccc1OC)S(C)(=O)=O	?	27%[57.1 µM]	6%	-23%	8%	-4%	-1%	-8%[57.1 µM]	-2
31	COc1ccc(CN2CCNC(=O)C2CC(=O)N2CCCN(C(C)=O)CC2)c(OC)c1 (stereo not drawn)	-4%	-17%	-9%	-30%	3%	4%	-1%	2%	1
32	CCc1ccc(Sc2cc(C(=O)NCCN3CCOCC3)c3ccccc3n2)cc1	-14%	-12%	7%	-22%	3%	-4%	-3%	-8%	0
33	CCc1ccc(Oc2coc3cc(OCC(=O)Nc4cc(C)ccc4C)ccc3c2=O)cc1	7%	5%	-7%	-10%	10%	-2%	0%	-5%	-5
34	Cn1c(=O)cc(SCC(=O)N2CCN(C3CCCCC3)CC2)c2ccccc21	-4%	24%	17%	-20%	-15%	-2%	1%	17%	6
35	COc1ccc(S(=O)(=O)N2CCCOC2CNC(=O)C(=O)NCc2ccccc2C)cc1 (stereo not drawn)	·	·	-4%	-25%	2%	-4%	0%	·	2
36	CCOC(=O)c1c(S(=O)(=O)NCc2ccco2)c(C)n(C)c1C	0%	27%	8%	-20%	3%	-4%	-3%	9%	-4
37	CC(=O)Nc1nnc(CCS(=O)(=O)c2ccc(C)cc2)s1	-22%	18%	3%	-18%	1%	-2%	-1%	3%	-4
38	CCn1cnc2cc(NCc3cccs3)ccc21	-5%	19%	-13%	-3%	9%	3%	1%	3%	-12
39	CC1CN(C)C(C)C/C1=N\Oc1ccc([N+](=O)[O-])cc1 (stereo not drawn)	-19%	6%	1%	-13%	6%	2%	3%	-5%	0
40	CCOC(=O)C1=C(CC)Nc2ccccc2N=C1NC(=O)Cn1cnc2ccccc2c1=O	1%	13%	0%	-16%	0%	-5%	0%	-5%	0
41	CC1=CCC2C(=O)N(C(C)c3ccccc3)C(=O)C2C1 (stereo not drawn)	22%	17%	-7%	-11%	1%	-2%	-3%	7%	-8
42	COc1cc(NC(=S)N2CCCC(CO)C2)cc(OC)c1 (stereo not drawn)	-44%	15%[57.1 µM]	3%	-4%	11%	2%	2%	-3%[57.1 µM]	-1

Record cards, from the list above. Order of values: RGS4 inhibitor, TrxR1 inh, IDH1 R132H inh, USP1 inh, Vif-A3F inh, GRP78 ERSR act, Vif-APOBEC3G blk, TrxR1 substrate, LDHA inh
CCOC(=O)C1=C(CC)Nc2ccccc2N=C1NC(=O)Cn1cnc2ccccc2c1=O reads 1%, 13%, 0%, -16%, 0%, -5%, 0%, -5%, 0
CCc1ccc(Sc2cc(C(=O)NCCN3CCOCC3)c3ccccc3n2)cc1 reads -14%, -12%, 7%, -22%, 3%, -4%, -3%, -8%, 0
CCn1cnc2cc(NCc3cccs3)ccc21 reads -5%, 19%, -13%, -3%, 9%, 3%, 1%, 3%, -12
CC(=O)Nc1nnc(CCS(=O)(=O)c2ccc(C)cc2)s1 reads -22%, 18%, 3%, -18%, 1%, -2%, -1%, 3%, -4
COc1cc(NC(=S)N2CCCC(CO)C2)cc(OC)c1 (stereo not drawn) reads -44%, 15%[57.1 µM], 3%, -4%, 11%, 2%, 2%, -3%[57.1 µM], -1
